From PubChem BioAssay
MmCpn inh = inhibitors of Methanococcus maripaludis chaperonin (MmCpn); purified Mm-Cpn ATPase, ADP Transcreener TR-FRET; Potency, µM (highest dose often 76.9 µM), without a hit: at the highest dose activity, negative = inhibition, most hits filed as inhibitors; 330,000 compounds, 0.031% hits; further: potency means the concentration at half of the fitted maximal effect; on the % scale 0 is the no-effect control and ±100 the full control effect; nearly all actives have a fitted effect of over 80% in size
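Purified archaeal chaperonin (25 nM final) was preincubated with compound for 10 min at 37°C, then ATP (10 uM final) was added for 30 min at 37°C in Tris pH 7.4/KCl/MgCl2/DTT buffer. ADP was quantified by HTRF Transcreener TR-FRET.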
CCT chaperon mod = modulators of cytosolic chaperonin (CCT/TRiC) activity. purified chaperonin ATPase assay, HTRF ADP detection, 30 min. activity change, % (no concentration beside the values), hits read low. 360,000 compounds, 0.3% hits. AID 651819; in the data active means activity change below about -30%; further: on the % scale 0 is the no-effect control and ±100 the full control effect
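Enzyme 40 or 20 nM (batch-dependent) in Tris pH 7.4/KCl/MgCl2/DTT; cpd 76 uM single point; ATP 10 uM; 30 min 37 °C; Transcreener ADP HTRF detection, 30 min RT; ratio 665/615.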
A549 tox = counter-screen for Nrf2 inhibitors: cytotoxicity in A549 cells. A549 ARE-Fluc cells, CellTiter-Fluor viability, 18-24 h. Potency, µM (highest dose often 46 µM), without a hit: at the highest dose activity change, negative = cytotoxicity, usual class: inhibitors. 390,000 compounds, 0.16% hits. AID 504648; further: potency means the concentration at half of the fitted maximal effect; on the % scale 0 is the no-effect control and ±100 the full control effect
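A549 ARE_Fluc cells in 5% FBS OPTI-MEM were exposed to compounds in concentration-response for 18-24 h at 37 deg C. Viability was read by CellTiter-Fluor fluorescence (Ex 405/Em 525) after 30 min, before the luciferase read.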
HepG2 tox = HepG2 cytotoxicity, counter-screen for TGF-b inhibitors; Potency, µM (titrated, usually from 46.1 µM), without a hit: top-dose activity change, negative = cytotoxicity, hits mostly cytotoxic; 410,000 compounds, 0.76% hits; HepG2 CAGA-GFP viability, ATP luminescence, 18 h; further: potency means the concentration at half of the fitted maximal effect; some results filed as inactive show a strong effect at the top dose
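CellTiter-Glo luminescence gave cytotoxicity after 18 hours at 37 degrees C. The cells were HepG2 CAGA-GFP in 1% FBS DMEM, stimulated with 500 pg/mL TGF-beta after compound addition. %Activity was normalised to no-cell wells (complete cell-killing) and DMSO (no toxicity), and curves were fitted and classified.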
Nrf2 block = inhibitors of Nrf2 signaling. AID 504444. A549 ARE-Fluc reporter, luciferase luminescence, 18-24 h. Potency, µM (titrated, usually from 46 µM), without a hit: top-dose activity change, negative = inhibition, hits mostly inhibitors. 360,000 compounds, 2.1% hits; further: potency means the concentration at half of the fitted maximal effect; on the % scale 0 is the no-effect control and ±100 the full control effect; nearly all actives have a fitted effect of over 60% in size
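Nrf2 function is reported as luminescence of an ARE-controlled luciferase in A549 cells. Compounds were tested at several concentrations, and a CellTiter-Fluor read on the same wells flagged cytotoxicity.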
ATXN viability = reduces viability in counter-screen for ATXN expression inhibitors; AID 651635; Potency, µM (highest dose often 56.7 µM), actives largely listed as cytotoxic; S2 cells (HEK-293 line with an ATXN2-luciferase reporter) viability, CellTiter-Fluor protease fluorescence, 24 h; 400,000 compounds, 0.49% hits; further: potency means the concentration at half of the fitted maximal effect; nearly all actives have a fitted effect of over 40% in size
Nrf2 ARE act = activates Nrf2 signaling. Potency, µM (series often up to 46.1 µM), for the others: at the highest dose activation, hits mostly activators. AREc32 ARE-luciferase reporter (MCF7-derived line), luminescence, 24 h. 410,000 compounds, 0.31% hits; further: potency means the concentration at half of the fitted maximal effect; % of control where 0% means no effect; nearly all actives have a fitted effect of over 65% in size
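For detection, Steady-Glo was added and plates sat 30 min at RT; before that, AREc32_Fluc cells grown overnight in OPTI-MEM/5% FBS had been treated with 23 nL compound for 24 hr at 37 deg C.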
TGFb SMAD3 inh = TGF-b pathway inhibition; HepG2 CAGA-GFP TGF-b/SMAD3 reporter, GFP fluorescence, 18 h; TGF-beta stimulated, 500 pg/mL final; Potency, µM (highest dose often 46.1 µM), inactives show at the top dose activity, negative = inhibition, hits mostly inhibitors; 410,000 compounds, 1.2% hits; AID 588855; further: potency means the concentration at half of the fitted maximal effect; on the % scale 0 is the no-effect control and ±100 the full control effect; nearly all actives have a fitted effect of over 65% in size
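Inhibition of TGF-beta-driven CAGA-GFP reporter expression in HEPG2 cells is measured by cellular GFP fluorescence after 18 h stimulation with 500 pg/mL recombinant TGF-beta in 1% FBS medium at 37 degrees C.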
pAkt inh = Akt phosphorylation inhibition; Neuro2A IGF-stimulated pAkt S473 HTRF, 20 min; stronger effect = lower value; activity change, % for hits at 50 µM; 360,000 compounds, 0.32% hits; AID 651550; in the data active means activity change below about -80%; inconclusive means mostly about -51% to -80%; further: on the % scale 0 is the no-effect control and ±100 the full control effect
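Neuro2A cells (4,500/well, DMEM with 0.5% FBS) were treated with compound at a single 50 µM final concentration, stimulated with 6 nM IGF for 20 min at 37 °C, and lysed. Phospho-Akt Ser473 was read by HTRF as 665/615 ratio ×10^4.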
* marks the source's active call; other numbers are inactive results; i = inactive; ? = inconclusive; · = no result given; & = joins results of further samples; [ ] = another dose, or the depositor's remark. Unless noted, the call rests on the fitted dose curve; in most records, active means well fitted curve in the direction sought with a large enough effect; inconclusive means small, poorly fitted or top-dose-only effect, or another doubt; inactive means no such curve, though single readings can be large; an effect the other way counts as inactive or inconclusive. Outcome played no part in choosing rows, and some 4.4% of all compounds hit somewhere here.

Short forms – A = MmCpn inh; B = CCT chaperon mod; C = A549 tox; D = HepG2 tox; E = Nrf2 block; F = ATXN viability; G = Nrf2 ARE act; H = TGFb SMAD3 inh; I = pAkt inh
structure: Cc1cc(=O)oc2cc(NC(=S)NCc3ccccn3)ccc12
  A: -8% | B: -0.4 | C: -3% | D: -35% | E: 11% | F: ? | G: 0.4% | H: -22% | I: i
structure: COc1ccc(CCNC(=O)Cc2c(C)c3c(cc(C)c4c(C)coc43)oc2=O)cc1
  A: · | B: · | C: -1% | D: 2% | E: 9% | F: · | G: -0.9% | H: -1% | I: ·
structure: COc1ccccc1/C=C(\C#N)C(=O)c1cccn1C
  A: -2% | B: -5.6 | C: 3% | D: -40% | E: 1% | F: i | G: -0.1% | H: -12% | I: i
structure: CCCc1ccc(C#N)c(SC2CC(=O)N(c3ccc(OC)cc3)C2=O)n1 (centres undefined)
  A: 2% | B: 1.5 | C: -4% | D: 24% | E: 0% | F: i | G: 0.0% | H: 55%[activator] | I: i
structure: O=C(NCCCN1CCOCC1)C(=O)NCc1ccccc1
  A: -4% | B: 0.3 | C: -8% | D: -13% | E: 3% | F: i | G: 0.3% | H: -20% | I: i
structure: Cc1cc(N=Cc2c(O)ccc3ccccc23)no1
  A: 0% | B: 0.2 | C: 0% | D: 33% | E: 1% | F: ? | G: 0.0% | H: -7% | I: i
structure: Cc1cc2nc(SCCOC(=O)Nc3ccc(Cl)cc3)nc(C)c2cc1C
  A: 1% | B: -0.2 | C: -3% | D: -13% | E: 0% | F: i | G: -1.7% | H: 5% | I: ·
structure: COc1cc(C2/C(=C(\O)c3ccc4c(c3)CC(C)O4)C(=O)C(=O)N2CCCn2ccnc2)ccc1O (centres undefined)
  A: -1% | B: -4.5 | C: -12% | D: 8% | E: -4% | F: i | G: -0.2% | H: -4% | I: i
structure: Nc1ccc2nc(-c3ccccc3)sc2c1
  A: · | B: 0.7 | C: 2% | D: -73% | E: ? | F: i | G: 2.9% | H: -5% | I: i
structure: C=CCn1c(SCc2ccc(C(=O)O)cc2)nc2sc(C)c(C)c2c1=O
  A: -3% | B: 1.1 | C: -1% | D: 0% | E: 13% | F: i | G: 0.6% | H: -9% | I: i
structure: CC(C)Oc1ccc(C(=O)Nc2ccc3oc(-c4ccncc4)nc3c2)cc1
  A: · | B: · | C: 1% | D: -21% | E: ? | F: i | G: 0.2% | H: -9% | I: ·
structure: CC1=C(C(=O)N2CCOCC2)CC(CC(=O)NCCCN(C)C)C(=O)N1Cc1ccc(C(C)(C)C)cc1 (centres undefined)
  A: · | B: -0.6 | C: · | D: -18% | E: · | F: i | G: 0.5% | H: -17% | I: i
structure: COc1ccccc1C(c1nnnn1Cc1ccccc1)N1CCN(C2CCCC2)CC1 (centres undefined)
  A: -1% | B: 1.3 | C: -7% | D: 1% | E: 3% | F: i | G: 0.2% | H: 0% | I: i
structure: O=C(NCc1ccccc1Cl)c1cc(=O)[nH]c2ccc(S(=O)(=O)N3CCCCC3)cc12
  A: · | B: · | C: 2% | D: 4% | E: 5% | F: i | G: -1.2% | H: 15% | I: ·
structure: C/C=C/C(=O)N1CC2(CC(c3cccc(NC(=O)COc4ccc(Cl)cc4)c3)=NO2)C[C@@H]1C(N)=O (some centres undefined)
  A: 1% | B: -2.4 | C: -1% | D: 2% | E: -1% | F: i | G: 4.1% | H: 5% | I: i

Four of the entries above in order of their number in TGFb SMAD3 inh, largest number first:
SMILES,MmCpn inh,CCT chaperon mod,Nrf2 ARE act,TGFb SMAD3 inh,pAkt inh
COc1ccc(CCNC(=O)Cc2c(C)c3c(cc(C)c4c(C)coc43)oc2=O)cc1,·,·,-0.9%,-1%,·
C=CCn1c(SCc2ccc(C(=O)O)cc2)nc2sc(C)c(C)c2c1=O,-3%,1.1,0.6%,-9%,i
O=C(NCCCN1CCOCC1)C(=O)NCc1ccccc1,-4%,0.3,0.3%,-20%,i
Cc1cc(=O)oc2cc(NC(=S)NCc3ccccn3)ccc12,-8%,-0.4,0.4%,-22%,i

Carrying on.
Short forms – A = MmCpn inh; B = CCT chaperon mod; C = A549 tox; D = HepG2 tox; E = Nrf2 block; F = ATXN viability; G = Nrf2 ARE act; H = TGFb SMAD3 inh; I = pAkt inh
structure: CCN(CC)S(=O)(=O)c1cccc(NC(=O)c2ccc(S(=O)(=O)N3CCCC3)cc2)c1
  A: · | B: -1.0 | C: -14% | D: -5% | E: 23µM* | F: i | G: 0.0% | H: -3% | I: i
structure: CCOC(=O)C1=NN(c2ccc(Cl)cc2)C(=O)C1
  A: 0% | B: 0.3 | C: 5% | D: 5% | E: ? | F: i | G: -0.8% | H: -7% | I: i
structure: COc1ccc(OC)c(NC(=O)C(C)SCc2nc3sc(C)c(C)c3c(=O)[nH]2)c1 (centres undefined)
  A: 2% | B: -0.6 | C: 4% | D: -10% | E: -11% | F: i | G: 0.0% | H: -5% | I: i
structure: COc1ccccc1Nc1cc(C(=O)NCCCN2CCOCC2)c2ccccc2n1
  A: 0% | B: -0.3 | C: -9% | D: -5% | E: 10% | F: i | G: 0.1% | H: -11% | I: i
structure: O=c1cc(C(F)(F)F)nc(-c2ccccc2OC(F)(F)F)[nH]1
  A: -1% | B: -0.9 | C: -8% | D: 1% | E: ? | F: i | G: -0.6% | H: 2% | I: i
structure: O=C(NNC(=O)c1ccccc1OCc1ccc(F)cc1)c1ccncc1
  A: 1% | B: 1.0 | C: 1% | D: 11% | E: 12% | F: i | G: -0.2% | H: 3% | I: i
structure: Cc1ccc(S(=O)(=O)N(CC(=O)N/N=C/c2ccc(F)cc2)c2cccc3cccnc23)cc1
  A: -1% | B: -2.3 | C: 2% | D: 1% | E: -22% | F: i | G: 0.0% | H: -2% | I: i
structure: COc1ccc(C(C)(C)C)cc1NC(=O)c1ccc2ncsc2c1
  A: -9% | B: -0.9 | C: 0% | D: 18% | E: 5% | F: i | G: 0.5% | H: 0% | I: i
structure: COCCn1c(SC(C)C(=O)NC2CC2)nnc1-c1cccc(C)c1 (centres undefined)
  A: 0% | B: -0.9 | C: -3% | D: -4% | E: 3% | F: i | G: -0.9% | H: -3% | I: i
structure: Cn1nnnc1SCc1ccc([N+](=O)[O-])cc1
  A: -2% | B: -0.2 | C: -1% | D: -19% | E: ? | F: i | G: -0.3% | H: -9% | I: i
structure: Cc1ccc(NS(=O)(=O)c2ccc(C(=O)NCc3ccccn3)cc2)cc1
  A: -3% | B: -1.3 | C: 4% | D: 4% | E: -18% | F: i | G: 0.3% | H: -5% | I: i
structure: Cc1sc2ncnc(N3CCC(C(=O)N(CC(C)C)c4nc5ccccc5s4)CC3)c2c1C
  A: -3% | B: -1.7 | C: -9% | D: -13% | E: ? | F: i | G: 0.5% | H: ? | I: i
structure: O=C(NCc1ccccc1)C(=O)NCC(c1ccco1)S(=O)(=O)c1ccccc1 (centres undefined)
  A: · | B: · | C: -2% | D: -13% | E: · | F: · | G: -1.3% | H: ? | I: ·
structure: CCN(C[C@H]1N[C@@](Cc2ccccc2)(C(=O)OC)[C@H]2C(=O)N(C)C(=O)[C@@H]12)C(=O)Nc1ccc(Cl)cc1
  A: 2% | B: -0.9 | C: 2% | D: -27% | E: -8% | F: i | G: -0.8% | H: ? | I: i
structure: O=C(COc1ccccc1Cl)NNC(=O)c1ccc2c(=O)n3c(nc2c1)CCC3
  A: 2% | B: -3.0 | C: 4% | D: 0% | E: 0% | F: i | G: -1.0% | H: 0% | I: i
structure: O=C(O)C(c1cccs1)C1(O)CCCCC1 (centres undefined)
  A: · | B: -1.2 | C: 1% | D: 9% | E: 5% | F: i | G: -0.3% | H: -10% | I: i
structure: Cc1ccc(S(=O)(=O)NC(=NCc2ccccc2)c2ccc(F)cc2)cc1
  A: -2% | B: -0.2 | C: -3% | D: 15% | E: -8% | F: i | G: -0.8% | H: 7% | I: i
structure: CCC(C)[C@H](N)c1nnc(SCC(=O)Nc2cccc(Cl)c2)o1 (some centres undefined)
  A: 1% | B: 0.8 | C: -3% | D: -1% | E: 0% | F: i | G: 0.3% | H: -15% | I: i
structure: CCCC[C@H]1COCCS(=O)(=O)N1Cc1ccccc1F
  A: -1% | B: 0.9 | C: 7% | D: -21%&2% | E: -15% | F: i | G: -1.0% | H: ? | I: i
structure: CCNc1nc2c(cnn2C)c(=O)[nH]1
  A: · | B: -12 | C: 2% | D: -6% | E: ? | F: i | G: 0.2% | H: 12% | I: i
structure: Cc1ccc(/C=C2\SC(=S)N(CCCC(=O)NC3CCCC3)C2=O)cc1
  A: 1% | B: -2.9 | C: 8% | D: -18% | E: 10µM* | F: i | G: -2.6% | H: 9% | I: i
structure: CCS(=O)(=O)N1CCN(S(=O)(=O)c2ccc3ccccc3c2)CC1
  A: -4% | B: 1.8 | C: 2% | D: 2% | E: 7% | F: i | G: 0.4% | H: 20% | I: i
structure: COc1cccc(NC(=O)C(OC(=O)c2cnc(C)cn2)c2ccccc2)c1 (centres undefined)
  A: 1% | B: -1.7 | C: -2% | D: -3% | E: 2% | F: i | G: -0.4% | H: -19% | I: i
structure: COc1ccc2[nH]c3c(=O)n(CCCCC(=O)NCCN4CCCC4)c(=S)[nH]c3c2c1
  A: -3% | B: -3.0 | C: -1%[1.84 µM] | D: -3% | E: 11% | F: i | G: 0.2% | H: -2% | I: i
structure: CCOc1ccc2nc(NC(=O)CCn3cccc3)sc2c1
  A: -29% | B: -0.2 | C: -3% | D: -25% | E: 22% | F: i | G: 3.8% | H: -7% | I: i
